OXTR potentiate = potentiates the human oxytocin receptor response. 320,000 compounds, 0.061% hits. activation, % at 3 µM. AID 2445. P30559. CHO-OTR cells, Fluo-8 calcium fluorescence, potentiator mode; 0% = oxytocin EC15, 100% = EC100;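 active = activation above that plate's cutoff, the mean activation of tested compounds plus 3 SD, cut at about 6.6% in these data, passing the limit was not always enough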;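 also: 100% uses oxytocin at 75 nM as the full agonist control; some results filed as inactive read as strong as hits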
Target sequence (P30559 whole entry, looked up): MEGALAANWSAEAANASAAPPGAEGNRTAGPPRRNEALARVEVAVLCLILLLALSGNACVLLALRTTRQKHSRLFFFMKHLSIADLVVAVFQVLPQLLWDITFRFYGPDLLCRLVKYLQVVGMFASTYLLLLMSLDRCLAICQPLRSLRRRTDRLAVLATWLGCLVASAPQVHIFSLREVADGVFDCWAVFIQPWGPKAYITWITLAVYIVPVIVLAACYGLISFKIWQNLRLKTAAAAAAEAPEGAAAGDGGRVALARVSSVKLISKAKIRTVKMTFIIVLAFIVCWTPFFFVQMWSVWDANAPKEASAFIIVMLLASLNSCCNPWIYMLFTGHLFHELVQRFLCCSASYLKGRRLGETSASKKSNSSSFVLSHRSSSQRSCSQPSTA
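Measured by – Fluo-8 calcium dye fluorescence · Test system – human OTR in CHO cells · Dosing – one concentration, 3.0 µM compound · Controls – EC15 oxytocin alone as 0%, 75 nM oxytocin as 100% · Evaluation – normalized max/min fluorescence ratio, % activation · Timing – 6 min pre-incubation, 100 s read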
TAAR1 ag = human TAAR1 agonism. Q96RJ0. CHO RD-HGA16 TAAR1, Fluo-8 calcium fluorescence; vehicle wells 0%, saturating PEA agonist 100%. activation, % at 3 µM. 360,000 compounds, 0.99% hits. AID 624467;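 active = activation above the mean activation of all test compounds in the run plus 3 SD, cut at about 38% in these data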
Target sequence (Q96RJ0 whole entry, looked up): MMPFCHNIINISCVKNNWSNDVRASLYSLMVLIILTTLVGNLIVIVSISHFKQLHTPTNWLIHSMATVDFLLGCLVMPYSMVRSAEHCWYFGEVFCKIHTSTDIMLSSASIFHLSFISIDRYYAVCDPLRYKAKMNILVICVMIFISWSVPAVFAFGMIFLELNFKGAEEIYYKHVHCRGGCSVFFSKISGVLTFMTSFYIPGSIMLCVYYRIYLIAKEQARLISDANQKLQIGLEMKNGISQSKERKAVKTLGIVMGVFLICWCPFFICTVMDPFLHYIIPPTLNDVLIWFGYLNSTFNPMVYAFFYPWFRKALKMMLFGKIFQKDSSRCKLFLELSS
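Test system: RD-HGA16 (CHO) cells co-expressing Gα16 and hTAAR1; dosing: one-point dosing at 3 µM (nominal); timing: 17-24 h seeding, 75 min 37 °C dye, 30 min RT; signal: kinetic Fluo-8 calcium fluorescence; read-out basis: % activation relative to PEA EC100 response; controls: DMSO and PEA EC100; replicates: n 1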
M1 antag = antagonists of human M1 muscarinic receptor; inhibition, % at 3 µM; CHO-K1 hM1, Fluo-8 calcium fluorescence, ACh EC80 antagonist; P11229; 360,000 compounds, 1.3% hits;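 active = percent inhibition above its own plate's cutoff, namely the mean of that plate's compound wells plus 3 SD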;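 also: peak over basal fluorescence ratio during 140 s after agonist addition; 0% = ACh EC80 plus DMSO and 100% = DMSO alone without agonist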
TAAR1 antag = human TAAR1 antagonism | Q96RJ0 | CHO RD-HGA16 TAAR1, Fluo-8 calcium fluorescence, antagonist | inhibition, % at 3 µM | 360,000 compounds, 1.5% hits | AID 624466;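 active = inhibition above a per-plate cutoff, the mean inhibition of test compounds on that plate plus 3 SD, cut at about 49% in these data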;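 also: 0% = DMSO plus EC80 beta-PEA response and 100% = DMSO alone without agonist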
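test system = CHO RD-HGA16 cells bearing hTAAR1 | replication = singlicate | controls = DMSO-only wells and EC80 β-PEA-stimulated wells | reagent = EC80 β-phenethylamine stimulus | read-out basis = percent inhibition of PEA-evoked calcium signal, max/basal emission ratio | schedule = seeding 17-24 h prior, 75-min 37 °C, 30-min RT dye loading | signal = kinetic Fluo-8 calcium fluorescence measurement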
M1 ag parental = counter-screen for M1 agonists: effect in parental CHO-K1 cells; AID 602248; activation, % at 3 µM; 360,000 compounds, 0.48% hits; Fluo-8 calcium fluorescence; scaled to maximal ATP response, vehicle zero; in the data active = activation above about 15%;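 also: untransfected CHO-K1 host cells lacking M1 receptor as counterscreen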
CHO-K1 Ca antag = counter-screen for M1 antagonists: effect in parental CHO-K1 cells. ATP-induced calcium, Fluo-8 fluorescence. inhibition, % at 3 µM. 360,000 compounds, 0.6% hits. AID 602250;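 active = inhibition above a per-plate cutoff, the plate's mean sample inhibition plus 3 SD, cut at about 24% in these data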;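 also: 0% = DMSO plus EC80 ATP and 100% = DMSO alone without ATP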
M1 PAM parental = counter-screen for M1 PAMs: effect in parental CHO-K1 cells | ATP EC20, Fluo-8 calcium fluorescence; 0% at ATP EC20, 100% at ATP max | activation, % at 3 µM | 360,000 compounds, 0.02% hits;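 active = activation above the run cutoff, the mean activation of all test compounds plus 3 SD, cut at about 40% in these data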;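 also: peak over basal fluorescence ratio in a 140 s read after ATP addition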
CHO parental Ca = counter-screen: ATP calcium response change in parental CHO cells | inhibition, % at 5.6 µM | parental CHO-K1, ATP-induced calcium, Fluo-8 fluorescence | AID 463079 | 330,000 compounds, 0.63% hits;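 active = inhibition above that plate's mean sample inhibition plus 3 SD, cut at about 26% in these data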;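 also: 0% = ATP-challenged DMSO wells and 100% = DMSO wells without ATP; some compounds past the cut are filed as inactive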
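Assay system – parental CHO cells · Reagent – ATP stimulus · Detection – intracellular calcium via Fluo-8 no-wash fluorescent dye · Evaluation – percent inhibition of ATP-evoked calcium rise, normalized to controls · Controls – ATP wells versus no-ATP DMSO wells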
M1 ag = agonists of human M1 muscarinic receptor; AID 588814; 360,000 compounds, 0.33% hits; CHO-K1 hM1, Fluo-8 calcium fluorescence, agonist mode; 0% DMSO, 100% acetylcholine EC100; activation, % at 3 µM;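 active = activation above the run's mean compound activation plus 3 SD, cut at about 16% in these data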;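 also: peak over basal fluorescence ratio within a 140 s kinetic read after compound addition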
Starred values were filed as active, the others as inactive; . = not tested or not shown. Compounds as they come, and some 4.2% of all compounds hit somewhere here.

item | Structure | OXTR potentiate | TAAR1 ag | M1 antag | TAAR1 antag | M1 ag parental | CHO-K1 Ca antag | M1 PAM parental | CHO parental Ca | M1 ag
1 | Cc1cn2c(nc(=O)c3cccnc32)s1 | 7 | 7 | -7 | 9 | 0.0 | 4 | 7 | -1 | 0
2 | O=C(CN(c1ccccn1)S(=O)(=O)c1ccc(F)cc1)Nc1ccc(F)cc1F | -4 | 2 | -5 | 10 | 0.6 | 1 | 15 | -1 | -6
3 | COc1cccc(OC)c1C(=O)NNC(=O)c1ccccc1-n1cccc1 | -8 | 2 | 17 | 5 | -0.2 | -7 | -5 | -14 | -4
4 | Cn1cccc/c1=N\c1cccc[n+]1C | 5 | 1 | -3 | -29 | -0.1 | -3 | 12 | -3 | -9
5 | CCOc1ccc(/C=N/Nc2nc(=O)[nH]nc2C)cc1OC | -1 | 18 | -8 | -8 | 1.6 | -6 | 21 | 3 | 0
6 | COc1ccccc1N1CCN(C(=O)CN(C)S(=O)(=O)c2ccc(C)cc2)CC1 | . | 0 | -3 | -7 | 2.8 | -9 | -1 | . | -2
7 | COc1ccc(OC)c(S(=O)(=O)NCc2ccccn2)c1 | -9 | 2 | -20 | -7 | 1.1 | -15 | 17 | -4 | -3
8 | Cn1cccc1/C=N/N1CCN(c2ccccn2)CC1 | -9 | 2 | -5 | -1 | 6.7 | 10 | 2 | -11 | -10
9 | COc1ccc(-n2nc(C(=O)NCC(=O)NCc3ccc(F)cc3)c3ccccc3c2=O)c(OC)c1 | . | 6 | 3 | -7 | 0.1 | -9 | 16 | . | -4
10 | CCOC(=O)C1(Cc2ccccc2)CCN(Cc2cnn(CC)c2)CC1 | -16 | 1 | -4 | 8 | 0.8 | -4 | 18 | -12 | -11
11 | CCC(C)Sc1nnc(CSc2nc(C)cc(C)n2)n1C (stereo not drawn) | -18 | 6 | -15 | 14 | 1.2 | -18 | 21 | -9 | -4
12 | COc1ccc(CCNC(=O)C2CC3Cn4c(nc5ccccc54)C3N2c2ccccc2)cc1 (stereo not drawn) | -9 | 7 | -9 | 2 | -0.6 | 4 | 0 | -13 | -4
13 | COC(=O)C(NC(=O)COc1ccccc1)(Nc1nc2c(s1)CCCC2)C(F)(F)F (stereo not drawn) | -18 | -2 | 20 | -25 | 0.9 | -7 | 1 | -11 | -3
14 | CC(C)CN(C(=O)CSc1nncs1)c1c(N)n(CC(C)C)c(=O)[nH]c1=O | -10 | 2 | -15 | -3 | 0.6 | 2 | 10 | 11 | -3
15 | COc1ccc(N(C)S(=O)(=O)c2ccc3c(c2)CCN3C(=O)C2CC2)c(OC)c1 | -15 | 6 | 14 | 36 | 14 | -1 | 10 | -18 | -4
16 | Cc1cc(=O)[nH]c(SCC(=O)NC2CCCCCCC2)n1 | -2 | 3 | 15 | -4 | 5.5 | -12 | 4 | -1 | -3
17 | CCCn1c(=O)c2[nH]c(-c3ccc(S(=O)(=O)O)cc3)nc2n(CCC)c1=O | -7 | 4 | -19 | -11 | 0.9 | 0 | 7 | -1 | -1
18 | CCC1(C(=O)O)NC(c2cc(OC)ccc2O)C2C(=O)N(Cc3ccccc3)C(=O)C21 (stereo not drawn) | 3 | 2 | -7 | -14 | 0.3 | 2 | 5 | 5 | 0
19 | Cc1c(NC(=O)COC(=O)CSc2ccc(C(N)=O)cc2[N+](=O)[O-])c(=O)n(-c2ccccc2)n1C | -13 | 7 | -21 | -24 | 0.4 | -8 | 3 | -4 | -3
20 | CCc1ccc(NC(=O)c2noc3c2CCCCC3)cc1 | 2 | 5 | -5 | 1 | 0.7 | -5 | 12 | -5 | -4
21 | Cn1c(=O)c([N+](=O)[O-])c(NCCc2ccccc2)c2ccccc21 | -10 | 13 | -2 | -10 | 2.8 | -1 | 1 | -14 | -5
22 | CNc1cncc(-c2ccc(OCCCN(C)C)nc2)n1 | . | 2 | -13 | -9 | 0.1 | -11 | 26 | . | -9
23 | Cc1nc(CC(=O)O)c(-c2ccccc2)s1 | -9 | 9 | -6 | -1 | 2.8 | -7 | 25 | -2 | -3
24 | O=C1C2C3C=CC(CC3)C2C(=O)N1c1ccccc1[N+](=O)[O-] (stereo not drawn) | -9 | 2 | -6 | -11 | 0.2 | 1 | 20 | -8 | -9
25 | COc1ccccc1C(CNC(=O)C1CCN(C(=O)Nc2ccccc2)CC1)N1CCCC1 (stereo not drawn) | . | 3 | 8 | -15 | 1.0 | -8 | 10 | . | -7
26 | CCn1c(-c2cc(Br)cc(OC)c2O)nc2cc(S(=O)(=O)N(C)C)ccc21 | -10 | 1 | 28 | 6 | 1.0 | -6 | 18 | -19 | -5
27 | C/C(=N\NC(=O)c1cccc(F)c1)c1cccc(NC(=O)c2ccc(F)cc2)c1 | -2 | 4 | 6 | 4 | 1.0 | -9 | 21 | -3 | -2

Another view of part of the listing above:
#27 C/C(=N\NC(=O)c1cccc(F)c1)c1cccc(NC(=O)c2ccc(F)cc2)c1
#20 CCc1ccc(NC(=O)c2noc3c2CCCCC3)cc1
#24 O=C1C2C3C=CC(CC3)C2C(=O)N1c1ccccc1[N+](=O)[O-] (stereo not drawn)
#25 COc1ccccc1C(CNC(=O)C1CCN(C(=O)Nc2ccccc2)CC1)N1CCCC1 (stereo not drawn)
#17 CCCn1c(=O)c2[nH]c(-c3ccc(S(=O)(=O)O)cc3)nc2n(CCC)c1=O

Assay by compound	27	20	24	25	17
OXTR potentiate	-2	2	-9	.	-7
TAAR1 ag	4	5	2	3	4
M1 antag	6	-5	-6	8	-19
TAAR1 antag	4	1	-11	-15	-11
M1 ag parental	1.0	0.7	0.2	1.0	0.9
CHO-K1 Ca antag	-9	-5	1	-8	0
M1 PAM parental	21	12	20	10	7
CHO parental Ca	-3	-5	-8	.	-1
M1 ag	-2	-4	-9	-7	-1
